# RGS4 block – human RGS4 inhibition | P49798 | HEK293 M3R/RGS4 inducible, Fluo-4 calcium flux; hits give high values; triggered by carbachol at its EC20 | 0.45% of 310,000 active | B-score at 10 µM;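 active = B-score, a plate-corrected calcium signal, over three deviations above library mean, with baseline fluorescence within five deviations of library mean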;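 note: RGS4 expression induced by doxycycline in cells with stable M3 receptor; B-score is computed from the integrated fluorescence ratio over baseline after carbachol; higher B-score means a larger calcium signal and so more RGS4 inhibition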
# hERG protect – hERG (human) protection from proarrhythmic block | Q12809 | CHO-hERG, FluxOR thallium flux, dofetilide IC70 present | activation (rescue from dofetilide block), less the hit threshold, % at 10 µM | 0.51% of 310,000 active | AID 1511;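 active = activation above the mean of controls blocked by dofetilide plus 5 SD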;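 note: thallium influx through hERG after potassium depolarization seen as dye fluorescence rise; in these data hits start at about 4.7%; inactives centre near -7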
# TMEM16A act – mouse TMEM16A channel activation, primary screen | Q8BHY3 | HEK293 TMEM16A/YFP-H148Q/I152L, iodide quench fluorescence; hits give low values | B-score at 10 µM | 0.3% of 340,000 active | AID 623877;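 active = fluorescence-ratio B-score plate-corrected deviation score at least 3 library SD below zero, with starting fluorescence score within 5 deviations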;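 note: channel opened by trigger with iodide after compound preincubation; score built on the fluorescence ratio of max minus min over baseline; more negative score means more quench and so TMEM16A activation or potentiation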
# Target sequence (Q8BHY3 whole entry, looked up): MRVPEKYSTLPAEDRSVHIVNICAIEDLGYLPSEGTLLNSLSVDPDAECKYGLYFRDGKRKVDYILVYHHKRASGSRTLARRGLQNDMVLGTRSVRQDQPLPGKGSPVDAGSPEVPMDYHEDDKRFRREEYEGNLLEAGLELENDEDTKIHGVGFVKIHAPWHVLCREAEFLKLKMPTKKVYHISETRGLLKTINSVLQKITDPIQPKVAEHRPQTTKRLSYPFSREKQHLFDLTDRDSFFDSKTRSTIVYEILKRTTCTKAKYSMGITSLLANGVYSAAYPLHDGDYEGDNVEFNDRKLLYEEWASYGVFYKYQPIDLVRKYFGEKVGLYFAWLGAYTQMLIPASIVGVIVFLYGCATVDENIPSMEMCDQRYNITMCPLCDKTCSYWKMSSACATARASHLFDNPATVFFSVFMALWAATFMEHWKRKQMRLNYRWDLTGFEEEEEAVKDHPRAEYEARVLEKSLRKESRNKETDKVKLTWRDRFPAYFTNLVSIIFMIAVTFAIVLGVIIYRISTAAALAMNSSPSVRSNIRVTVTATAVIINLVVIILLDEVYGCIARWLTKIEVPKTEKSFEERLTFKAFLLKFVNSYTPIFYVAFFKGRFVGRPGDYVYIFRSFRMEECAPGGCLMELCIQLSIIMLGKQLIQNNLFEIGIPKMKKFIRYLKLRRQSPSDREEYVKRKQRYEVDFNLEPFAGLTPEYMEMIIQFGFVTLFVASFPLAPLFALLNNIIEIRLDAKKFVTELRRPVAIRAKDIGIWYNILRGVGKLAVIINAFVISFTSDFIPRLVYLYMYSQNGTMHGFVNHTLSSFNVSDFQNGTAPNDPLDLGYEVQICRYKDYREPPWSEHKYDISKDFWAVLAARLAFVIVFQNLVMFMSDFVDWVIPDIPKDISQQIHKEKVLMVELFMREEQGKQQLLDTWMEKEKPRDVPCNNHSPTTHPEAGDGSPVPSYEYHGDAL
# KCNK3 inh – human KCNK3 channel inhibition, primary screen | O14649 | CHO-KCNK3 thallium flux, FluxOR fluorescence; hits give low values | B-score at 10 µM | 0.84% of 340,000 active;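 active = B-score under library mean minus 4 SD, starting fluorescence ratio at most library mean plus 5 SD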;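 note: more negative B-score means stronger inhibition of thallium flux through KCNK3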
# KCNQ1 pot – potentiates or activates the human KCNQ1 potassium channel. P51787. CHO-K1 KCNQ1, thallium flux FluxOR fluorescence; hits give high values. B-score at 10 µM. 0.35% of 310,000 active;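 active = fluorescence ratio B-score, a plate-corrected score, at least three library SD, with initial intensity B-score within 5 SD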
#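 Assay system: CHO-K1 cells stably expressing KCNQ1. Medium: assay buffer for compound exposure, DMSO matched across wells. Timing: 37 °C overnight plating, 90-min dark dye load, 20-min compound pretreatment. Signal: kinetic FluxOR fluorescence, 10 s baseline plus 110 s post-stimulus.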
# TMEM16A inh – blocks the mouse calcium-activated chloride channel TMEM16A; Q8BHY3; HEK293 TMEM16A/YFP iodide influx fluorescence, ionomycin; normalized B-score (activity score, 25-100; higher = stronger inhibition) at 10 µM; 1.2% of 310,000 active; AID 588511;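 active = ratio plate-corrected score three or more library SD toward inhibition, starting fluorescence score within five deviations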;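 note: score derived from kinetic fluorescence span divided by baseline fluorescence per well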
# KCNK9 inh – blocks the human KCNK9 two-pore domain potassium channel; Q9NPC2; HEK293 KCNK9, FluxOR thallium flux fluorescence; hits give low values; B-score at 10 µM; 1.2% of 310,000 active;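 active = ratio B-score over 3 SD below the library mean, with starting fluorescence within 5 SD of its mean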;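 note: negative B-score means less thallium flux so channel inhibition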
# RGS4 pot – potentiators or activators of RGS4. B-score at 10 µM. 0.92% of 310,000 active. HEK293 M3R/inducible RGS4, carbachol calcium flux Fluo4; hits give low values;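 active = B-score of the integrated calcium signal more than 4 SD below the library mean, with starting fluorescence not abnormally high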;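 note: negative B-score means reduced calcium response which marks RGS4 activation or potentiation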
#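 Test system: HEK293 cells with stable M3R and inducible RGS4; also added: carbachol at ECmax as muscarinic agonist stimulus; schedule: dye loading 30 min 37 °C, buffer rest 30 min RT; technique: kinetic calcium fluorescence imaging with Fluo4-AM dye, 2 µM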
# HDAC3 inhib – inhibitors of human histone deacetylase 3 | recombinant HDAC3, fluorogenic peptide/trypsin coupled, fluorescence | AID 2718 | O15379 | 0.15% of 320,000 active | inhibition, % at 8.3 µM; in the data active = inhibition above about 26%, passing the limit was not always enough; inconclusive = no clear call, values can overlap the other calls
# SKKanGAS inh – blocks kanamycin growth of S. pyogenes SKKanGAS strain; BacTiter-Glo, 6 h; inhibition, % at 7.5 µM; 1.3% of 300,000 active; AID 1662;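 active = mean replicate score, as percent of positive control median, at least 50; inconclusive = mean below 50 but one replicate at or above 50; inactive = mean and every replicate below 50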;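 note: strain carries kanamycin resistance gene driven by streptokinase promoter and grows in 40 µg/ml kanamycin; loss of luminescence reflects streptokinase promoter inhibition or plain growth inhibition; 0% = median of DMSO wells and 100% = positive control at its reference dose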
# KCNQ1 inh – human KCNQ1 channel inhibition | P51787 | B-score at 10 µM | CHO-K1 KCNQ1, FluxOR thallium flux fluorescence; hits give high values | 1.3% of 310,000 active;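 active = compounds whose thallium flux B-score, printed positive for inhibition, exceeds three library SD while starting fluorescence stays within three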;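 note: channel opened by potassium depolarization with thallium stimulus after 20 min compound exposure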
# Active calls of the source: *; i = inactive; ? = inconclusive; / = not tested or not shown. Not a hit list; about 6.3% have a hit in one of these screens.
SMILES,RGS4 block,hERG protect,TMEM16A act,KCNK3 inh,KCNQ1 pot,TMEM16A inh,KCNK9 inh,RGS4 pot,HDAC3 inhib,SKKanGAS inh,KCNQ1 inh
CC(=O)N(Cc1ccco1)C1(C(=O)NC2CCCCC2)CCCCC1,i,-8,i,i,i,i,i,i,-3,1,i
COc1ccc(C(=O)CN2C(=O)NC3(CCc4ccccc43)C2=O)c(OC)c1 (configuration not stated),i,-8,i,i,i,i,i,i,1,-2,i
Cc1ccc(/C=N/NC(=O)CNC(=O)c2cccc([N+](=O)[O-])c2C)o1,i,-6,i,i,i,i,i,i,3,-4,i
Cn1cccc1C1C(C#N)=C(N)OC2=C1C(=O)CC(C)(C)C2 (configuration not stated),i,-12,i,i,i,i,i,i,1,-4,i
Cc1cc(C)n(C(=O)c2ccncc2)n1,i,-12,/,/,i,i,i,i,6,0,i
O=C(CCOc1ccccc1)Nc1nnc(-c2ccc3c(c2)OCCO3)o1,i,-11,i,i,i,i,i,i,6,12,i
CC(=O)N1CCN(c2ccccc2NC(=O)c2ccc(-c3cccc([N+](=O)[O-])c3)o2)CC1,i,-4,i,i,i,i,i,i,-2,9,i
CCc1ccc(NC(=O)c2ccc3c(=O)n4c(nc3c2)CCCCC4)cc1,i,-7,i,i,i,i,i,i,-3,11,i
Cn1ncc(N)c1C(=O)Nc1cccc(C(F)(F)F)c1,i,-9,i,i,i,i,i,i,-1,8,i
O=C(COC(=O)c1cccc(O)c1)Nc1ccc(OC(F)F)cc1,i,-12,i,i,i,i,i,i,2,13,i
C[C@@H](C(=O)Nc1ccc2ccccc2c1)[C@H]1C[C@]1(C)[C@H](NC(=O)c1cnccn1)c1ccccc1,i,-7,i,i,i,i,i,i,4,13,i
Cc1ccccc1NC(=O)CCC(=O)OCC(=O)c1ccc(-c2ccccc2)cc1,i,-10,i,i,i,i,i,i,-5,3,i
CCn1c2ccccc2c2nc3ccccc3nc21,i,-10,i,i,i,i,i,i,-9,10,i
Cc1ccc(NC(=O)CSc2nnc(-c3cc(C)[nH]n3)n2N)cc1,i,-5,i,i,i,i,i,i,-1,-21,i
CC1(C)CC(=O)C([N+](=O)[O-])=C(NCCCO)C1,i,-4,i,i,i,i,i,i,3,-7,i
O=C1Nc2ccccc2OC1CC(=O)N1CCCC1 (configuration not stated),i,-3,i,i,i,i,i,i,-5,-5,i
COc1ccc(CN2CC(C(N)=O)Oc3ccccc32)cc1F (configuration not stated),i,-11,i,i,i,i,i,i,-1,-4,i
CCOC(=O)N1CCC(N2CCN(Cc3ccc(F)c(F)c3)C(CCO)C2)CC1 (configuration not stated),i,-4,i,i,i,i,i,i,7,-2,i
CCN(CC)CCNCC(=O)N1c2ccccc2CCc2ccc(NC(=O)OC)cc21,i,-4,i,i,i,i,i,i,1,1,i
COc1ccc(NC(=S)N2CCC(c3ccccc3)C2)cc1 (configuration not stated),i,-5,i,i,i,i,i,i,2,1,i
CCOC(=O)N1CCN(C(=S)Nc2ccccc2C(C)C)CC1,i,1,i,i,i,i,i,i,3,2,i
Cc1ccccc1C(=O)NC(CC(C)C)C(=O)OCC(=O)c1c(N)n(C)c(=O)n(C)c1=O (configuration not stated),i,-10,i,i,i,i,i,i,0,9,i
COC(=O)CSc1nnc(-c2ccoc2C)n1-c1ccc(OC)cc1,i,-4,i,i,i,i,i,i,-1,-4,i
CCCC(=O)c1cc2ccccc2oc1=O,i,-7,i,i,i,i,i,i,8,2,i
CC1CCC(C(=O)NC(C(=O)Nc2ccccn2)C(C)C)CC1 (configuration not stated),i,-3,i,i,i,i,i,i,3,-1,i
Cc1ccccc1N1CCN(CCN2C(=O)CC(=C3c4ccccc4-c4ccccc43)C2=O)CC1,i,-14,i,i,i,i,i,i,-6,-1,i
[O-]/C(=C(\C(=S)NCc1ccc2c(c1)OCO2)[n+]1ccccc1)c1ccc(Cl)s1,i,-8,i,i,i,i,i,i,4,4,i
COc1ccccc1C(=O)N/C(N)=N/c1nc2ccccc2o1,i,-6,i,i,i,i,i,i,2,2,i
CN1CCN(C(=O)c2cc(-c3ccco3)on2)CC1,i,-8,i,i,i,i,i,i,2,-3,i
O=C(CO/N=C/c1ccc(OC(F)F)cc1)NCc1ccc(F)cc1,i,-9,i,i,i,i,i,i,-2,-7,i
CCOc1ccccc1C(=O)NCC(=O)NCCCc1ccccc1,i,-7,i,i,i,i,i,i,0,-5,i
O=C(Nc1nc2c(F)cc(F)cc2s1)c1ccccn1,i,-11,i,i,i,i,i,i,4,72*,i
CCOP(=O)(OCC)C(Nc1cccc([N+](=O)[O-])c1)c1ccccc1 (configuration not stated),i,-2,i,i,i,i,i,i,3,3,i
CCCCc1ccc(NS(=O)(=O)N(C)C)cc1,i,-8,i,i,i,i,i,i,6,3,i
CC(C)CC(=O)N1CCC(N(CCc2ccccc2)Cc2ccccc2)CC1,i,-11,i,i,i,i,i,i,-1,2,i
COc1ccccc1N(O)C1CC(=O)N(c2ccc(Br)cc2)C1=O (configuration not stated),i,-12,i,i,i,i,i,i,-3,6,i
CC1(C)CC(=O)C2=C(C1)N(c1ccc(F)cc1)C(=O)C2(NC(=O)c1ccccc1)C(F)(F)F (configuration not stated),i,-5,/,/,i,i,i,i,-1,-6,i
O=C1CN(C(=O)COC(=O)c2ccccc2NC(=O)c2ccco2)c2ccccc2N1,i,-19,i,i,i,i,i,i,1,4,i
O=C1[C@@H]2Cc3c([nH]c4ccccc34)C(c3ccccc3)N2C(=O)CN1C1CC1 (some centres not stated),i,-6,i,i,i,i,i,i,0,2,i
Cc1cc(C)c2c(c1)/C(=N/NC(=S)Nc1ccc(F)cc1)CCC2,i,-7,i,i,i,i,i,i,-8,4,i
COc1ccc(C2(C(=O)Nc3ccc(C)c(C)c3)CCOCC2)cc1,i,-4,i,i,i,i,i,i,2,18,i
O=c1cc(CO)oc(CN2CCN(c3cccc(C(F)(F)F)c3)CC2)c1O,i,-4,i,i,i,i,i,i,-1,3,i
COc1ccc(Cl)cc1C(=O)NCC#N,i,-12,i,i,i,i,i,i,-4,6,i
Cc1cc(OCC(=O)OCC(=O)N(C)c2c(N)n(Cc3ccccc3)c(=O)[nH]c2=O)ccc1Cl,i,-15,i,i,i,i,i,i,2,-3,i
CC(=O)N1c2ccc(S(=O)(=O)N3CCOCC3)cc2CC1C (configuration not stated),i,-7,i,i,i,i,i,i,5,-2,i
Cc1ccc(C)c(S(=O)(=O)N2CCCC2CNC(=O)c2ccc([N+](=O)[O-])cc2)c1 (configuration not stated),i,-21,i,i,i,i,i,i,-4,-3,i
Cc1ccc(C)c(NC(=O)NNS(=O)(=O)c2ccc(C)c(C)c2)c1,i,-9,i,i,i,i,i,i,1,2,i
Cc1cc(=O)oc2c3c(cc(OCC(=O)N[C@H](C(=O)O)c4ccccc4)c12)OC(C)(C)CC3,i,-3,i,i,i,i,i,i,-123,6,i
CCc1ccccc1NNC(=O)c1snnc1C,i,-6,i,i,i,i,i,i,-2,2,i
COC(=O)NCc1ccc2c(c1)OCO2,i,-8,i,i,i,i,i,i,4,-9,i
CCOc1ccc2nc(NC(=O)c3c([N+](=O)[O-])cnn3CC)sc2c1,i,-8,i,i,i,i,i,i,6,6,i
COc1cccc(N2CCN(C(=O)Nc3ccc4c(c3)NC(=O)CO4)CC2)c1,i,-7,i,i,i,i,i,i,-9,-6,i
C[C@H](NC(=O)OCc1ccccc1)c1nnc([C@H](Cc2ccccc2)NC(=O)OC(C)(C)C)o1,i,-10,i,i,i,i,i,i,-7,4,i
COc1ccc(OCCNS(=O)(=O)c2ccccc2)cc1,i,-4,i,i,i,i,i,i,3,-2,i
O=C(NC1=NCCS1)c1ccccc1,i,-7,i,i,i,i,i,i,-5,-1,i
O=C(c1ccccc1)C1CCc2occc2C1=O (configuration not stated),i,-6,i,i,i,i,i,i,-3,5,i
Cc1ccc(-c2cc(C(=O)NCCCn3ccnc3)c3ccccc3n2)s1,i,-28,i,i,i,i,i,i,-28,2,i
O=C1CC(C(=O)Nc2ccc(F)cc2)n2cnnc2N1 (configuration not stated),i,-11,i,i,i,i,i,i,-1,7,i
CCOC(=O)c1cn(CC(=O)Nc2ccc(C(C)C)cc2)nn1,i,-5,i,i,i,i,i,i,-2,27,i
N/C(=N\OC(=O)c1ccccc1Cl)c1ccccn1,i,-11,i,i,i,i,i,i,16,19,i

# Going on with the list.
SMILES,RGS4 block,hERG protect,TMEM16A act,KCNK3 inh,KCNQ1 pot,TMEM16A inh,KCNK9 inh,RGS4 pot,HDAC3 inhib,SKKanGAS inh,KCNQ1 inh
CCCC1=NN(C(=O)Cc2ccc(OC)c(OC)c2)C(O)(C(F)(F)F)C1 (configuration not stated),i,-15,i,i,i,i,i,i,3,-1,i
COc1ccc(C2=CC(c3ccc(C)cc3)n3nnnc3N2)cc1 (configuration not stated),i,-9,i,i,i,i,i,i,6,13,i
NC(=O)/C(=C\c1ccncc1)c1cccc2ccccc12,i,-7,i,i,i,i,i,i,?,1,i
O=C(CC1C(=O)NCCN1Cc1c(F)cccc1Cl)NCCC1=CCCCC1 (configuration not stated),i,-15,i,i,i,i,i,i,-2,9,i
COc1ccc(C(=O)Nc2cc(OC)c(Cl)cc2Cl)cc1,i,-3,i,i,i,i,i,i,-1,-6,i
CCN(CC)c1ccc(/C=N/Nc2nc(C)cc(=O)[nH]2)cc1,i,-12,i,i,i,i,i,i,?,3,i
CCc1ccc(OCC(=O)NNC(=O)c2cnccn2)c(Br)c1,i,-2,i,i,i,i,i,i,/,5,i
CC(=O)Nc1ccc(-n2c(C)ccc2C)cc1,i,-5,i,i,i,i,i,i,0,-5,i

# Compound activity as filed in PubChem BioAssay.
